Phagocyt inh: blocks phagocytosis by macrophages; J774A.1 macrophage IgG-bead phagocytosis, imaging; inhibition, % at 5 µM; 110,000 tested, 0.07% active;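 active = inhibition above the mean of the plate negative controls plus 5 SD, cut at about 13% in these data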;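 also: phagocytic index as fraction of beads internalized from green versus red external bead signal; plate controls were DMSO negative control for no effect and cytochalasin-D positive control for full effect; some results beyond the cut were filed as inactive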
Measles CPE: protection of cells from measles virus; 140,000 tested, 1.5% active; protection (pct of control), % at 4 µM; Measles virus-infected cells, CPE protection, absorbance; AID 841; in the data active = protection mostly above about 24%, no sharp cut-off; inactive = mostly below about 26%; also: some compounds called inactive have numbers as strong as hits
PTEN del growth: suppresses growth of cells with PTEN deletion; HCT116 PTEN-null viability, CellTiter-Glo, 60 h; active compounds read low; viability, % at 10 µM; 140,000 tested, 1.2% active; AID 827;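 active = viability at or below a set limit, 4 SD under the median of all tested compounds, cut at about 3.7% in these data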;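 also: PTEN knockout HCT116 line with beta catenin targeted HCT116 as companion control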
MRP1 act: activators of MRP-1; 140,000 tested, 0.61% active; H69AR cells + doxorubicin, viability rescue, CellTiter-Glo; viability increase, % at 10 µM;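 active = viability gain under doxorubicin at or above a set limit, the compound median plus 3 SD, cut at about 4.7% in these data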;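 also: MRP-1 overexpressing cells given doxorubicin 25 µM after compound pretreatment; 18-22 h compound pretreatment then 72 h with doxorubicin before readout; 0% = doxorubicin-only wells and 100% = vehicle-treated cells without doxorubicin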
GALR2 antag: GALR2 (human) receptor antagonism; GALR2-expressing cells, antagonist mode; AID 828; 140,000 tested, 0.39% active; inhibition, % at 4 µM; in the data active = inhibition above about 27%;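 also: cells stimulated with galanin 1-16 at roughly its EC80; 0% = agonist challenge control and 100% = basal control without agonist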
Target sequence (O43603 whole entry, looked up): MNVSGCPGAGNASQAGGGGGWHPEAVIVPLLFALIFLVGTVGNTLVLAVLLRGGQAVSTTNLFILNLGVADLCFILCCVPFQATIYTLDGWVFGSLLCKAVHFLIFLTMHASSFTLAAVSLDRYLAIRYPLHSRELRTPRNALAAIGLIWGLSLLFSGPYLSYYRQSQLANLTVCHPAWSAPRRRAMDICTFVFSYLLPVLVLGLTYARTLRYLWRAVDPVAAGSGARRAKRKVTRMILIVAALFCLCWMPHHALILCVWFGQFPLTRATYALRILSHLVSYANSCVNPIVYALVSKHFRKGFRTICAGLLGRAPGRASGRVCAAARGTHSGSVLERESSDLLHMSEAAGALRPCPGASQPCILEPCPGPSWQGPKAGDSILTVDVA
NPY Y2 blocker: antagonists of human neuropeptide Y receptor Y2; inhibition, % at 2.7 µM; 140,000 tested, 0.99% active; P49146; NPY-Y2 expressing cells, antagonist mode; in the data active = inhibition above about 17%;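 also: 0% = vehicle with agonist challenge and 100% = reference antagonist with challenge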
Target sequence (P49146 whole entry, looked up): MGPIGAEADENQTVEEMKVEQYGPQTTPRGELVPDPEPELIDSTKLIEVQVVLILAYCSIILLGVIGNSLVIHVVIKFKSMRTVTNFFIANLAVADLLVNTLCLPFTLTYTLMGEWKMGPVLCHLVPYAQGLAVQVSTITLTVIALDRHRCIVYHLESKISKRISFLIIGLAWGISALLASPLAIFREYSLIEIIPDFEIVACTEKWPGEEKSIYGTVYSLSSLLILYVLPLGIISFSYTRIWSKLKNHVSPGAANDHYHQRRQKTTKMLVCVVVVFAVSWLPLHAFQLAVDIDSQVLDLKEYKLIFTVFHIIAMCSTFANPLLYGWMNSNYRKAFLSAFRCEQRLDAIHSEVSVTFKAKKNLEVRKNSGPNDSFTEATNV
Yeast growth inh: yeast BB579 growth reduction in restrictive medium | S. cerevisiae BB579 growth, OD615, 48 h | inhibition, % at 10 µM | 140,000 tested, 0.51% active;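 active = inhibition above a set limit, 3 SD over the mean compound inhibition, cut at about 44% in these data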; also: inactives centre near -24
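Test system: S. cerevisiae DeaD strain BB579 yeast; Medium: restrictive CSMM-D medium; Compound: one dose, 10 µM compound with 0.25% DMSO; Incubation: 4 h cell preincubation, 48 h compound exposure, 30 °C humidified; Signal: OD at 615 nm; Benchmarks: amphotericin B at 10 µg/mL as positive control.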
E-sel TNF inh: TNF alpha driven E-selectin expression inhibition; 120,000 tested, 0.71% active; inhibition, % at 2 µM; AID 1246; HUVEC TNFa-induced E-selectin immunofluorescence, high content;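 active = inhibition above the batch mean plus 3 SD, and confirmed as a hit on visual image review, cut at about 43% in these data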;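 also: 0% = TNF-stimulated DMSO wells and 100% = unstimulated control wells; not every result past the cut was called active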
bCat KO growth: beta-catenin-lacking colon tumor cell growth suppression; HCT116 beta-catenin knockout viability, CellTiter-Glo, 60 h; active compounds read low; viability, % at 10 µM; 140,000 tested, 1.5% active;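 active = viability at or under a set limit, the compound median less 4 SD, cut at about 6% in these data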;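 also: 0% = Hyamine 1622 control at 20 µM and 100% = untreated cell control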
Yeast life ext: extends the lifespan of yeast; inhibition of the nicotinamide effect, % at 10 µM; 130,000 tested, 0.68% active; AID 775; S. cerevisiae growth with nicotinamide, OD615; deaD strain in restrictive glucose medium;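 active = inhibition above a set limit, placed 3 SD over the median of all compounds, cut at about 26% in these data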;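 also: 0% = nicotinamide-treated wells and 100% = cells grown without nicotinamide; some compounds called inactive have numbers as strong as hits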
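Test system: DeaD-strain S. cerevisiae / Buffer or medium: restrictive glucose medium / Also added: nicotinamide 1.5 mM / Doses: one concentration, 10 µM, DMSO 0.25% / Schedule: 48 h at 30 °C / Signal: OD615 measurement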
* hit, by the source's call; / = no result given; & = joins results of further samples.

SMILES | Phagocyt inh | Measles CPE | PTEN del growth | MRP1 act | GALR2 antag | NPY Y2 blocker | Yeast growth inh | E-sel TNF inh | bCat KO growth | Yeast life ext
COc1cccc(/C(O)=C/c2nc3ccc(C(=O)NCCc4ccc(Cl)cc4)cc3[nH]c2=O)c1 | -5 | 3 | 1.2* | -5.8 | -2 | -3 | -10 | / | 1.5* | -1
COc1cccc(CNC(=O)c2cccc(Br)c2)c1 | -3 | 15 | 86 | -1.2 | 12 | 2 | -30 | 14 | 97 | 1
COc1ccc(C)cc1NC(=O)Nc1ccc(Br)cn1 | 0 | 12 | 96 | -0.6 | 15 | 2 | -81 | -5 | 98 | -7
N#Cc1nc(COc2ccccc2)oc1N1CCCCC1 | 0 | 6 | 99 | 1.5 | -10 | 5 | 3 | -1 | 89 | -6
Cc1ccc(S(=O)(=O)c2ccc(Oc3ccccc3)cc2)cc1 | / | 17 | 94 | -1.3 | -10 | 4 | -7 | 37 | 100 | -11
COc1ccc(CN(C(=O)Cn2nnc3ccccc32)C(C(=O)NC(C)(C)C)c2ccco2)cc1 (stereo unspecified) | -2 | 9 | 94 | -2.5 | 7 | 2 | -21 | -11 | 92 | -2
CCN(CC)CCNC(=O)c1cn(C)c2ccc(S(=O)(=O)N(C)C3CCCCC3)cc2c1=O | 0 | 26 | 93 | -2.3 | -9 | 3 | 10 | / | 94 | -1
C=CCc1cccc2cc(C(=O)NC3=C(C#N)CCC3)c(=O)oc12 | 0 | 0 | 100 | -0.4 | 0 | 2 | -12 | -16 | 103 | -17
Cc1ccc(C2C(C#N)C(C#N)N3CCCN23)cc1 (stereo unspecified) | 2 | 9 | 86 | -2.7 | 2 | 1 | -47 | -36 | 79 | -12
O=c1c2ccccc2c(C=NCCCN2CCOCC2)c(O)n1Cc1ccccc1 | 0 | 12 | 97 | -2.0 | -2 | 5 | -20 | -21 | 104 | -11

Shown in markdown: 2 of the compounds above.
| molecule | Phagocyt inh | Measles CPE | PTEN del growth | MRP1 act | GALR2 antag | NPY Y2 blocker | Yeast growth inh | E-sel TNF inh | bCat KO growth | Yeast life ext |
| --- | --- | --- | --- | --- | --- | --- | --- | --- | --- | --- |
| C=CCc1cccc2cc(C(=O)NC3=C(C#N)CCC3)c(=O)oc12 | 0 | 0 | 100 | -0.4 | 0 | 2 | -12 | -16 | 103 | -17 |
| CCN(CC)CCNC(=O)c1cn(C)c2ccc(S(=O)(=O)N(C)C3CCCCC3)cc2c1=O | 0 | 26 | 93 | -2.3 | -9 | 3 | 10 | / | 94 | -1 |

(continued)
SMILES | Phagocyt inh | Measles CPE | PTEN del growth | MRP1 act | GALR2 antag | NPY Y2 blocker | Yeast growth inh | E-sel TNF inh | bCat KO growth | Yeast life ext
CCCCNC(=O)c1cccnc1SCC(=O)Nc1ccccc1OC | -15 | 8 | 84 | -2.8 | 3 | 5 | 7 | / | 83 | -1
N#C/C(=C\c1cccc(OC(=O)c2cccs2)c1)C(N)=O | -3 | 4 | 87 | -1.7 | 5 | 2 | -23 | 13 | 83 | 3
Cc1ccc(S(=O)(=O)N/N=C\c2ccc(C)o2)cc1 | / | 7 | 92 | -1.7 | -5 | 4 | -45 | 19 | 81 | 5
CC(C)Cn1cnc2c1c(=O)n(CC(O)c1ccccc1)c(=O)n2CC(C)C (stereo unspecified) | 1 | 4 | 87 | -4.3 | -10 | -1 | -36 | -12 | 93 | 3
CSC1=C(C#N)C(c2ccc3c(c2)OCO3)C2=C(CCCC2=O)N1 (stereo unspecified) | / | 9 | 96 | -4.5 | 8 | -2 | -17 | -5 | 108 | /
CCCN1C(=O)C(NS(=O)(=O)c2ccc(N)cc2)(C(F)(F)F)C(C(=O)OC)=C1C (stereo unspecified) | 1 | 3 | 104 | 0.7 | -20 | 1 | -28 | -11 | 96 | -6
COc1cccc(/C(O)=C/c2nc3ccc(C(=O)NCCc4cccc(C)c4)cc3[nH]c2=O)c1 | -5 | 3 | 4 | -5.5 | 1 | 1 | -21 | / | 8 | 1
COc1cccc(C(=O)NCCSc2ccc(C)cc2)c1 | -1 | 23 | 93 | -0.3 | -2 | 6 | 1 | / | 102 | -6
CN1CCc2c(sc(/N=C/c3ccco3)c2C(N)=O)C1 | 0 | 3 | 85 | -0.9 | 11 | 3 | -58 | 10 | 89 | -11
CCCOc1ccc(C(=O)NCC(c2cccs2)N(C)C)cc1 (stereo unspecified) | -1 | 4 | 89 | -1.8 | -3 | 2 | -35 | 94* | 87 | 3
COc1cccc2cc(C(=O)N3CCN(c4ccccc4F)CC3)c(=O)oc12 | 1 | 9 | 109 | 0.5 | -4 | 2 | -82 | 5 | 100 | -12
CCOc1ccc(C(C)NC(=O)CCC(=O)O)cc1 (stereo unspecified) | -1 | 13 | 97 | -0.2 | 9 | -1 | -45 | / | 108 | -1
Cn1c(Cc2cccs2)nnc1SCC(=O)N1CCc2ccccc21 | 0 | 16 | 96 | -1.2 | 9 | 0 | -24 | 10 | 84 | -2
CC(=O)c1ccc(-c2nc3c4ccccc4ccn3c2C(C)=O)o1 | 2 | 4 | 76 | -3.5 | -13 | 6 | -71 | / | 89 | -23
O=[N+]([O-])c1ccc(Cl)c(/C=N/N2CCN(Cc3ccc(Cl)cc3)CC2)c1 | 0 | 1 | 74 | -0.5 | -1 | 1 | -18 | 12 | 83 | -6
Cc1cc(NS(=O)(=O)c2ccc(C3CCCCC3)cc2)no1 | 0 | -1 | 97 | -2.6 | -2 | 4 | -6 | -10 | 93 | 53
O=C(C[n+]1ccsc1)c1ccccc1 | -3 | 3 | 87 | -2.9 | 1 | 3 | -25 | / | 81 | 10
COC(=O)c1cc2c(C)cc3ccc(C)cn3c-2c1C(=O)OC | -2 | 8 | 99 | -1.3 | 18 | 1 | -4 | 55 | 97 | -17
C#CCN1C(=O)S/C(=C/C=C/c2ccc(N(C)C)cc2)C1=O | -4 | 6 | 73 | -1.5 | 5 | 11 | -60 | / | 72 | -1
O=C(c1cccc(S(=O)(=O)N2CCOCC2)c1)N1CCOCC1 | 0 | 15 | 98 | -0.9 | -2 | 2 | 0 | -4 | 92 | 5
CC(C)(C)c1ccc(-c2nnc(SCCC#N)n2C2CCCC2)cc1 | -1 | 11 | 60 | -5.3 | 5 | 6 | -15 | -16 | 42 | 0
O=C(NC(=S)Nc1ccccc1N1CCOCC1)c1ccco1 | -10 | 10 | 91 | -1.2 | -5 | 7 | -13 | 22 | 102 | 1
COc1ccc2nc(NC(=O)c3cc(S(=O)(=O)N4CCOCC4)ccc3C)sc2c1 | 2 | 5 | 86&81 | -0.2 | -6 | 1 | -7 | 29 | 74 | -15
CCOC(=O)N1CCN(C(=O)CSCC(=O)N=c2sc3ccccc3n2C)CC1 | 2 | 39 | 100 | -1.9 | -2 | 0 | -28 | -3 | 100 | -21
CCCCOC(=O)C1C2C=C[C@]3(CN(C(C)c4ccc(OC)cc4)C(=O)[C@H]13)O2 (stereo partly specified) | 0 | 8 | 77 | -2.4 | 2 | 0 | -46 | 1 | 96 | -22
CC1(C)CC(=O)C(C=NCCc2ccccn2)=C(O)C1 | 0 | 3 | 90 | -1.7 | -4 | 1 | -38 | 34 | 94 | -5
CC1=NN(Cc2ccccc2)C(=O)C1C(c1ccccc1)C(C#N)C#N (stereo unspecified) | / | 26 | 102 | -1.9 | -1 | 3 | -26 | -51 | 91 | 38*
O=C(CNC(=O)c1ccc(Cl)cc1Cl)NCC(=O)Nc1ccccc1N1CCOCC1 | 0 | 12 | 85 | -0.9 | 4 | 4 | -16 | / | 78 | -14
CC1=CCP(=O)(c2ccccc2)C1 (stereo unspecified) | -2 | 1 | 100 | 0.5 | 0 | -2 | -35 | 17 | 95 | -1
Cc1ccc(C)c2nc(N3CCCC3)c(C#N)cc12 | 0 | 7 | 83 | -0.1 | 12 | 6 | -63 | -28 | 92 | -16
C=C(c1ccc(OCCO)cc1)c1ccc(OCCO)cc1 | 1 | 1 | 97 | -0.3 | 16 | 5 | -12 | 6 | 99 | -8
CC(=O)Nc1ccc(S(=O)(=O)N2CCN(c3ccccn3)CC2)cc1 | -1 | 3 | 100 | -4.0 | -11 | 2 | -55 | 12 | 89 | -4
Cc1cccc(NC(=O)N(Cc2nc3ccccc3c(=O)[nH]2)C2CCCC2)c1 | / | 7 | 90 | -3.9 | -10 | -2 | -28 | -1 | 100 | -8
C=CCNc1nc(-c2ccc(Cl)cc2)cs1 | / | 47 | 55 | -0.8 | 17 | 4 | -32 | 6 | 53 | -26
CSc1nc(C)cc(SCC(=O)N/N=C/c2ccccc2)n1 | -1 | 12 | 107 | 2.1 | 16 | 0 | -46 | / | 95 | 3
COC(=O)Cc1ccc(NC(=S)N2CCCC(CO)C2)cc1 (stereo unspecified) | 3 | 20 | 103 | 0.2 | -6 | 1 | -8 | 9 | 94 | -1
CC(NC(=O)CN(C)Cc1nc2ccccc2c(=O)[nH]1)c1ccccc1 (stereo unspecified) | 0 | 12 | / | -1.0 | 36* | 6 | -16 | -2 | 86 | -9
Cc1ccc(/C(N)=N/OC(=O)Oc2ccccc2)cc1 | 0 | 1 | 99 | -1.5 | -27 | 5 | -31 | 15 | 95 | -2
O=C(C(Cc1ccccc1)n1cccc1)N1CCCCC1 (stereo unspecified) | / | 5 | 102 | -2.5 | 5 | -1 | -25 | 7 | 89 | 14
Nc1nc2ccc(S(=O)(=O)N3CCCCC3)cc2s1 | 0 | 3 | 83 | -5.2 | 0 | 5 | 2 | / | 91 | -4
CCOC(=O)C(NC(=O)CC(C)C)(Nc1sc2c(c1C(N)=O)CCCC2)C(F)(F)F (stereo unspecified) | -1 | 4 | 97 | -2.1 | 9 | 3 | -49 | -5 | 97 | 8
CCCCSc1nc(CCC)cc(=O)[nH]1 | / | 7 | 92 | -2.5 | -12 | 5 | -25 | -7 | 101 | -15
Cc1nc2ncnn2c(C)c1CCC(=O)N1CCc2ccccc21 | 0 | 40* | 102 | -0.6 | 14 | 3 | -22 | -68 | 94 | 7
COC(=O)CSCc1nc2ccccc2[nH]c1=O | / | 11 | 97 | -2.6 | 7 | 0 | -2 | -28 | 97 | -1
COc1ccc(C(=O)c2sc3nc(-c4ccc(OC)cc4)ccc3c2N)cc1 | / | 3 | 99 | -2.4 | 6 | -4 | -39 | / | 90 | 6
c1ccc(CCc2nc(-c3cccnc3)no2)cc1 | -1 | 8 | 107 | -0.6 | -9 | 5 | -32 | 18 | 108 | -16
Cc1cccc2c(CC(=O)O)noc12 | 0 | 5 | 100 | -1.2 | 6 | 3 | 15 | -10 | 97 | -5
O=C(COc1ccc(Cl)cc1)Nc1ccc(Cl)cn1 | 0 | 5 | 89 | -0.4 | 6 | 9 | -5 | / | 88 | -17
Cc1cc(C)c(NC(=O)c2ccc(CN3CCc4ccccc4C3)cc2)c(C)c1 | 0 | 1 | 58 | -0.9 | 2 | 8 | -27 | 0 | 61 | -6
CCCCCCn1c(SCCCC)nc2c1c(=O)[nH]c(=O)n2C | -6 | 3 | 83 | -0.4 | 7 | 1 | -32 | -1 | 70 | -10
COc1cc(OC)cc(C(=O)NCCCN2CCN(CCCNC(=O)c3cc(OC)cc(OC)c3)CC2)c1 | -4 | 16 | 86 | -2.5 | 13 | 1 | -23 | / | 74 | 41*
CC(C)CNC(=O)c1ccccc1Oc1ccccc1 | -2 | 12 | 91 | -0.7 | -5 | -1 | -21 | -18 | 77 | -10

From PubChem BioAssay
